# Source: PubChem BioAssay (several laboratories)
# KLF5 inhibitor: kruppel-like factor 5 inhibition; hit rate 0.23% among 290,000; inhibition, % at 5 µM; DLD-1 KLF5 promoter-luciferase reporter, luminescence;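 active means inhibition above a per-plate limit of that plate's mean compound inhibition plus 3 SD, cut at about 60% in these data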;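 further: 0% = DMSO wells and 100% = LY294002 at 200 µM; higher means less KLF5 promoter-driven luciferase light; inactives centre near -14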
# HSF1 inhib: HSF1 inhibition | NIH3T3-HGL HSE-luciferase, MG132-induced, luminescence 8 h; active compounds read low | activity change, negative = inhibition, % at 7.5 µM (by protocol) | hit rate 0.77% among 300,000;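 active means more than half of replicate wells show activity change below -50%, luminescence cut by over half; inconclusive means some wells, but at most half, below -50%; inactive means no replicate well below -50%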;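 further: luciferase reports HSF-1 transcriptional activity via heat shock element; 0% = median of DMSO wells and -100% = zero luminescence signal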
# HSF1 activator: increases HSF-1 driven luciferase reporter signal | NIH3T3-HGL HSF-1 luciferase reporter, MG132, 8 h; 100% = twice DMSO control signal | activation, % at 9 µM | hit rate 1.7% among 300,000 | AID 504408;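 active means mean replicate activation of at least 50% with a set share of replicates each reaching 50%; inconclusive means only one of those two conditions met; inactive means mean below 50% and too few replicates reaching it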;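 further: 0% = median of the neutral control wells and 100% = twice that signal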
# Platelet DG rel: platelet dense granule release activity. inhibition, %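 (compounds screened at 7.5 µM in platelet-rich plasma)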. human platelet-rich plasma, SFLLRN dense granule ATP release, luminescence. AID 1663. hit rate 0.22% among 300,000;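 active means mean replicate score, as percent of positive control, at or above 50; inconclusive means mean below 50 but at least one replicate at or above 50; inactive means mean and every replicate below 50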
# IEC-6 tox: IEC-6 cytotoxicity, counter-screen for KLF5 inhibitors. AID 1825. hit rate 0.78% among 290,000. inhibition, % at 5 µM. luminescence viability; in the data active means inhibition above about 22%;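 further: 0% = plate median of test compound wells and 100% = cytotoxic reference compound wells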
# aSyn 5UTR inh: 5' untranslated region of α-synuclein, MLPCN primary screen; hit rate 0.82% among 300,000; inhibition, % (tested at 7.5 µM); alpha-synuclein 5'UTR reporter, inhibitor activity; in the data active means inhibition above about 60%; inconclusive means no clear call, values can overlap the other calls;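 further: H4 neuroglioblastoma cells stably carrying SNCA 5'UTR luciferase fusion; 0% = DMSO wells and 100% = positive control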
# Dyrk1A ADPGlo: blocks rat Dyrk1A kinase activity; Q63470; ADP-Glo luminescence, NFATc1 peptide; inhibition, % at 12.5 µM; hit rate 0.43% among 310,000; AID 504441; in the data active means inhibition above about 50%;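 further: plate controls were vehicle with enzyme for no effect and no enzyme for full effect; many of its hits are not listed in these tables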
# GSK3 alpha inh: human GSK-3 alpha kinase inhibition; P49840; inhibition, % at 10 µM; AID 2650; ADP-Glo luminescence, 60 min; hit rate 0.1% among 320,000;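 in the data active means inhibition above about 50%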;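 further: GST-tagged GSK-3 alpha with peptide substrate and 25 µM ATP; 0% = DMSO neutral wells and 100% = GW8510 positive control wells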
# Target sequence (P49840 whole entry, looked up): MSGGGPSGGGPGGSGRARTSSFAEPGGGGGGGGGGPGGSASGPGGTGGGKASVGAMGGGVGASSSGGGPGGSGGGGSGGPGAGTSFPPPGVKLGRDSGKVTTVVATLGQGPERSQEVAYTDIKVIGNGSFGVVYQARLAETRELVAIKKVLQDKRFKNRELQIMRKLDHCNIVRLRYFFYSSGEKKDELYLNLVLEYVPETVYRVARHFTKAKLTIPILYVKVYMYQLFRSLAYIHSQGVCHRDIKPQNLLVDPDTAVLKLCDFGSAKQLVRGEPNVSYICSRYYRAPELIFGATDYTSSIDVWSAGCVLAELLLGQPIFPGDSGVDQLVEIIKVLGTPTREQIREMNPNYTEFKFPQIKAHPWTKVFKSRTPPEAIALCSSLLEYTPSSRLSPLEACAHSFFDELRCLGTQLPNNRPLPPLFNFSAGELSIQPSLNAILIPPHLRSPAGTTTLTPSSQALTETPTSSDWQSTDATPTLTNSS
# HSP90 inh: blocks HSP90-mediated luciferase refolding in reticulocyte lysate | inhibition, % at 5.6 µM | hit rate 0.91% among 290,000 | Rabbit reticulocyte lysate, luciferase refolding luminescence, 3 h;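 active means inhibition above the screen-wide mean plus 3 SD, computed separately per campaign, cut at about 16% in these data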;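 further: 0% = DMSO wells and 100% = 60 µM geldanamycin wells; inhibitors lower the luminescence because luciferase stays unfolded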
# GSK3beta inhib: blocks human GSK3beta kinase activity; P49841; GST-GSK3beta kinase, ADP-Glo luminescence, 60 min; active compounds read low; activity score (negative = inhibition), % at 10 µM; hit rate 0.038% among 300,000; AID 2097;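 active means more than half of replicate wells score below -50%, meaning over 50% inhibition versus plate controls; inconclusive means some replicates but at most half score below -50%; inactive means no replicate scores below -50%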;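 further: 0% = median DMSO wells and -100% = median GW8510 positive control wells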
# Target sequence (P49841 whole entry, looked up): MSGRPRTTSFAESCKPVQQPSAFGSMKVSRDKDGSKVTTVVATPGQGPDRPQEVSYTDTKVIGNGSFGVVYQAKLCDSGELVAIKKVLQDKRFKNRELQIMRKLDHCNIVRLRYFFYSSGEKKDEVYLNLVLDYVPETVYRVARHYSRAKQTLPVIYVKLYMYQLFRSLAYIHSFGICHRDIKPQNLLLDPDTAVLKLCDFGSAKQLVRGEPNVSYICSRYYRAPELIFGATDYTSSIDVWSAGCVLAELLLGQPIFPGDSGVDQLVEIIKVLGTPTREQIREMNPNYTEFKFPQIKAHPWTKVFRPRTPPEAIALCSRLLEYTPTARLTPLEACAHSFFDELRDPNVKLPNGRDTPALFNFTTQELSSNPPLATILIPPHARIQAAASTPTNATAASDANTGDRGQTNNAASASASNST
#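 test system = GST-tagged human GSK3beta kinase, cell-free | reagent = 25 µM ATP with peptide substrate | dosing = one dose of 10 µM per compound | schedule = 60 min reaction, RT | detection = luminescent ADP-Glo measurement of ADP formed | control set = DMSO neutral wells and GW8510 at 20 µM as positive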
# Active calls of the source: *; ? = inconclusive; nt = not tested or not shown.
SMILES,KLF5 inhibitor,HSF1 inhib,HSF1 activator,Platelet DG rel,IEC-6 tox,aSyn 5UTR inh,Dyrk1A ADPGlo,GSK3 alpha inh,HSP90 inh,GSK3beta inhib
CC(NC(=O)c1cccs1)c1ccc(Cl)cc1 (centres undefined),nt,-15.9,-5.9,1.4,nt,5.9,-2.9,-2.5,nt,-0.6
CCOC(=O)c1[nH]c(C)c(C(=O)N2CCN(c3ccc(F)cc3)CC2)c1C,-4.5,13.0,16.4,-1.5,5.9,-20.1,-9.0,2.5,3.1,0.8
Cc1nc2ccccn2c1C(=O)N/N=C/c1ccc([N+](=O)[O-])o1,-17.3,12.1,34.1,-3.4,-8.5,-81.4,8.4,1.0,0.2,0.0
Cc1ccc(N2CCN(C(=O)c3cc(C(=O)c4ccccc4C)c[nH]3)CC2)c(C)c1,-16.2,-6.2,3.5,1.7,5.3,?,1.1,-0.9,2.2,3.0
CCCC(=O)Nc1nc(C)c(-c2csc(Nc3ccccc3OC)n2)s1,-26.5,-4.1,3.4,-12.0,1.5,18.8,0.6,1.3,2.6,1.0
CC1(NC(=O)Nc2ccccc2)CCS(=O)(=O)C1 (centres undefined),0.9,-3.7,5.4,3.1,5.3,-17.0,nt,0.0,-3.0,2.7
Cc1ncc(CO)c(/C=N/NC(=O)c2cc3c(s2)CCCC3)c1O,37.1,-8.9,-7.9,2.9,-0.6,36.0,7.3,-5.4,-4.4,1.7
Cc1ccc(CNC(=O)CCS(=O)(=O)c2ccc(Br)s2)o1,-18.7,-0.3,14.1,?,-3.7,4.0,-0.2,-0.1,0.0,3.2
CCOc1ccc(N=C(C)C2=C(O)c3ccccc3C2=O)cc1,-89.4,27.1,63.1*,-0.6,2.8,-122.7,9.5,-2.8,-2.5,-3.6
CSc1ccccc1NC(=O)COc1ccccc1C,-30.4,-5.9,-4.6,-14.4,14.5,-106.6,6.5,-3.0,1.2,3.1
Oc1ccccc1C1CC(c2cccs2)=NC(c2ccc(Cl)cc2)N1 (centres undefined),-20.0,23.7,34.9,-7.4,3.5,-94.0,-8.5,-1.2,1.8,3.5
CCCCn1nnnc1SCC(=O)Nc1ccc(N(C)C)cc1,-12.9,6.4,-2.0,8.2,-0.8,-10.6,-1.4,-3.5,-1.4,0.3
CNC(=O)Nc1ccccc1C(=O)Nc1ccccc1,1.2,0.5,5.8,7.3,-1.9,-5.2,nt,-2.6,-2.4,-3.0
CN(c1ccc(C(=O)NCc2ccc3c(c2)OCO3)cc1)S(C)(=O)=O,-0.3,-0.3,5.8,-17.4,-4.4,-9.8,-3.1,-38.4,0.2,-0.9
CCN(CC)S(=O)(=O)c1cc(C(=O)O)c(Cl)cc1Cl,-14.9,-3.3,-6.2,3.2,-2.6,4.3,-2.2,-14.7,-2.3,0.3
CC(C)c1ccc(NC(=O)c2ccccc2NC(=O)C2CCCCC2C(=O)O)cc1 (centres undefined),-168.5,20.5,42.5,-1.0,4.7,-120.9,-4.4,-5.2,-3.0,1.1
CC1CCCCN1C(=O)CCNS(=O)(=O)c1ccc2c(c1)c(=O)n(C)c(=O)n2C (centres undefined),-25.1,1.7,-21.4,8.5,0.4,5.6,3.9,-2.5,-1.5,-1.6
N#Cc1cc2c(nc1SCC(=O)Nc1nccs1)CCCCC2,-88.8,-33.6,-33.0,8.5,5.5,-20.4,2.2,-2.6,19.7*,-2.4
CN=C1C([N+](=O)[O-])=CC=C2C1=NC1(CCCCC1)N2O,2.1,-2.3,-10.0,3.8,-8.9,-25.6,-3.6,-0.2,-2.7,-2.3
O=C(NCCC1=CCCCC1)N[C@@H](Cc1ccccc1)C(=O)O,-2.8,3.1,-4.9,15.7,1.6,3.1,9.5,-2.4,1.7,-2.2
S=C1NC[C@H](CC2CCCCC2)N1CCc1cccc2ccccc12,nt,6.9,19.1,2.0,nt,1.5,6.3,4.2,nt,-2.9
CCC1CC2(C)NC(=O)c3c(sc4c3CC(C)(C)OC4)N2C1=O (centres undefined),-5.3,-4.0,-1.8,-8.0,2.0,5.1,0.1,nt,-1.6,-0.7
Cc1ccc(NC(=O)CN2C(=O)NC3(CCCc4ccccc43)C2=O)cc1S(=O)(=O)N1CCOCC1 (centres undefined),-23.6,-1.6,-2.3,-2.1,-0.7,10.7,6.0,-4.0,-1.3,0.0
COc1ccc(C(=O)CSc2nnc(CNc3nc(-c4ccccc4)cs3)n2C)cc1,-4.2,8.5,23.1,-22.3,0.7,16.6,-2.7,-1.8,4.5,-1.3
O=C(Nc1ccc([N+](=O)[O-])cc1)c1ccc(S(=O)(=O)N2CCCC2)cc1,-14.5,-1.9,-3.2,0.1,-4.4,12.5,-1.7,-1.2,-2.3,2.0
CN1C(=O)C(CC(=O)Nc2ccc(F)cc2)N(Cc2cccs2)C1=S (centres undefined),-5.8,23.5,49.9,12.1,-2.3,-18.2,5.5,1.4,-0.7,0.7
COc1cc(/C=C/C(=O)OCC(=O)NCCC2=CCCCC2)ccc1O,-0.8,11.2,15.9,2.5,-4.1,-18.5,22.8,-0.1,2.0,-8.0
CCn1c(SCC(=O)Nc2nc(-c3ccccc3)cs2)nnc1-c1ccccc1O,-17.9,21.7,30.6,-12.2,2.5,-12.3,1.0,-1.8,3.9,-0.9
Cc1nc2cc(N3CCN(C)CC3)c(NC(=O)Cc3ccccc3)cc2c(=O)n1Cc1ccccc1,-2.2,-15.0,-13.1,1.9,0.3,-14.9,1.0,-1.0,9.4,-2.4
COc1ccc(NC(=O)c2c(NC(=O)CCC(=O)O)sc(-c3ccccc3)c2C)cc1,-5.1,9.0,22.5,0.4,-8.6,-76.3,-0.4,-6.6,-4.0,4.2
CCOC(=O)c1cnc(SCC(=O)Nc2ccc(NC(C)=O)c(OC)c2)nc1N,-12.7,10.9,-2.6,-1.0,3.1,-9.7,-0.2,3.2,-3.6,2.8
CN(C)c1cccc(NC(=O)C2(C)CC2(Cl)Cl)c1 (centres undefined),-15.9,6.6,13.2,-4.2,-9.3,-21.0,nt,nt,3.9,0.8
CCc1ccc(NC(=O)Cn2c(SC)nc3ccccc32)cc1,-7.8,3.3,8.3,-6.4,-1.0,-16.8,5.0,-3.9,0.2,1.7
CSc1nnc2c(n1)OC(c1ccccn1)N(C(C)=O)c1ccccc1-2 (centres undefined),-15.0,2.6,-3.3,4.5,-4.5,0.1,-1.1,-0.8,-4.0,1.4
O=S(=O)(c1ccccc1)N1CCN(C(c2ccccc2)c2ccc(OC(F)(F)F)cc2)CC1 (centres undefined),-21.1,-6.7,-4.5,0.3,4.8,21.1,-2.2,-0.9,2.9,0.7
CC(Oc1ccc(Cl)cc1Cl)C(=O)N/N=C1\CCCc2ccccc21 (centres undefined),-32.0,-13.9,-7.1,-3.5,6.7,9.0,0.6,-0.4,-0.4,-2.2
Cc1cc(Cl)c(OCCCNC2CCCC2)c(Br)c1,-16.8,-5.4,-7.5,-1.1,3.7,2.4,-1.4,3.7,9.6,1.4
CC1(C)CC(=O)c2cnc(NC(=O)CSc3nc4ccccc4o3)nc2C1,-17.4,-4.6,-10.3,0.2,-9.1,-4.2,3.8,-0.4,-0.4,-0.9
Cc1nn(C)c(C)c1CN(C)C(=O)c1cc2n(n1)C(C(F)(F)F)CC(c1cccs1)N2 (centres undefined),-24.3,6.4,41.6,1.0,-1.9,-24.8,9.1,9.5,-1.1,-3.9
COc1ccc(C(=O)c2sc(Nc3ccccc3)c(C(=O)Nc3ccc(OC)c(OC)c3)c2N)cc1,-57.7,11.8,1.6,-0.1,0.1,-11.9,0.7,-0.5,0.7,-0.6
CC(C1CC2CCC1C2)N1CC(O)=C(c2nc3ccccc3[nH]2)C1=N (centres undefined),8.0,0.4,-13.2,1.0,2.2,18.1,4.5,7.9,2.6,3.1
CCC(C)Sc1ccc([C@H]2N[C@@](Cc3ccccc3)(C(=O)OC)[C@H]3C(=O)N(C)C(=O)[C@@H]23)cc1 (some centres undefined),nt,-2.9,1.4,-4.7,nt,10.7,3.1,-0.6,nt,5.7
COc1cccc(-c2nn(-c3ccccc3)cc2CN(C)Cc2ccno2)c1,-24.8,0.4,13.0,-0.3,1.7,-1.1,7.5,0.9,-0.9,4.2
c1cncc(-c2nc3ccccc3o2)c1,-8.4,8.7,6.0,-8.2,1.3,-45.6,10.9,-0.9,0.8,-4.3
C=CCSc1nnc(-c2cc3c(-c4ccccc4)nn(C)c3s2)n1C,-20.3,-4.3,-2.0,0.7,3.9,-30.3,1.3,4.9,0.9,1.1
O=C(CSc1ccccn1)Nc1cccc2ccccc12,-23.9,0.3,-1.4,8.5,0.5,9.3,nt,-1.3,1.7,2.4
Cc1nn(-c2ccc(Cl)c(Cl)c2Cl)c(=O)c2ccccc12,10.5,1.7,-14.1,8.3,2.4,16.6,16.9,1.1,-3.7,-0.9
CCN1CCN(CCNC(=O)c2ccc3c(c2)N(Cc2ccc(F)cc2)C(=O)/C(=C/c2ccccc2)S3)CC1,-29.1,-9.2,-1.8,-0.1,-1.8,27.1,1.0,4.0,0.4,-1.9
Cn1c(=O)c2c(nc(SCC(=O)O)n2Cc2cc3c(cc2Cl)OCO3)n(C)c1=O,-50.4,-2.0,5.1,-10.0,-2.3,-28.1,5.2,-3.6,-0.1,0.6
Cc1ccc(N2C(=O)N3[C@H](c4cccc(C)c4)[C@@H]4C(=O)N(Cc5ccccc5)C(=O)[C@@H]4[C@]3(C)C2=O)cc1,nt,9.3,20.9,4.3,nt,3.8,-1.4,-1.4,nt,4.8
CCCC#Cc1ccc2c(c1)COc1c3ccccc3nn1-2,nt,-7.5,-19.5,-2.3,nt,-75.7,18.8,0.4,nt,0.5
CC(=O)Nc1sc(C)c(C)c1C(=O)OCC(=O)N(CC(C)C)C1CCS(=O)(=O)C1 (centres undefined),-2.8,1.2,0.9,0.3,1.1,-14.3,4.1,-0.6,-1.7,-1.4
C/C(=N\Nc1nc(-c2ccccn2)nc2ccccc12)c1ccc(F)cc1,7.1,6.9,17.9,1.8,3.4,75.3*,5.0,2.1,6.1,-3.2
COCC1CCCN(C(=O)c2ccc(OC3CCN(Cc4ccccn4)CC3)cc2)C1 (centres undefined),-18.4,nt,nt,0.6,-3.9,-3.0,-7.4,-2.4,-2.5,0.9
O=C(NCc1ccc(Cl)cc1)c1cccc(NC2=NC3CS(=O)(=O)CC3S2)c1 (centres undefined),-37.0,-6.1,1.2,-0.6,2.6,1.6,-2.4,1.0,3.0,-1.4
CC(C)OP(=O)(c1ccc(N(C)C)cc1)C(O)c1c(Cl)cccc1Cl (centres undefined),6.7,-4.8,5.6,-7.9,-0.4,-1.9,-0.1,-2.3,1.6,-1.2
O=C1CCC(C(=O)Nc2cccc(S(=O)(=O)N3CCOCC3)c2)N1 (centres undefined),2.9,-7.1,14.4,-6.3,2.9,-16.0,-2.7,-0.8,1.2,1.3

# An excerpt; rates above refer to the full screens.
